Bfl-1 inhibitors – Bfl-1 inhibitors, primary screen, biochemical, fluorescence polarization, FITC-Bid, mouse (AID 432). FITC-Bid BH3 peptide fluorescence polarization displacement; higher % means a stronger effect. one-dose displacement, % at 20 µM; IC50 in µM for titrated hits. 0.02% of 64,000 active; in the data active means a potency from the dose series; inactive means the rest, 99 in 100 with displacement below about 15%; further: strong numbers were not always called active
LYP phosphatase – inhibition of human PTPN22 tyrosine phosphatase – biochemical, DiFMUP fluorescence, recombinant catalytic domain, 10 µM, primary screen (AID 606). 52,000 tested, under 10 active. one-dose inhibition, % at 10 µM; IC50 in µM for titrated hits. recombinant LYP catalytic domain, DiFMUP fluorescence; higher % means a stronger effect;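 active means IC50 under 40 µM in the dose-response test; inactive means IC50 of 40 µM or more, or never dose-tested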
HT1080 cytotoxicity – HT1080 cell viability loss – fluorescence readout (AID 620); HT1080 viability, fluorescence; higher % means a stronger effect; cytotoxicity, % at 10 µM, or EC50 in µM where a hit was titrated; 0.42% of 87,000 active;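 further: cells exposed to compound overnight then 4 h with Alamar Blue; 0% = vehicle DMSO and 100% = killing control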
Spn DPM-DC inh – S. pneumoniae DPM-DC inhibition | purified DPM-DC, PK/LDH coupled NADH fluorescence | calls only at 10 µM | 0.49% of 65,000 active | AID 556;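 active means the 320 compounds with the highest percent inhibition in the single-dose primary screen, excluding strongly autofluorescent ones, cut at about 32% in these data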;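 further: kinetic rate of NADH fluorescence loss reporting ADP formed by the decarboxylase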
Alkaline phosphatase – inhibition of tissue-nonspecific alkaline phosphatase – biochemical, luminescent (AID 518) | purified TNAP enzyme, luminescent substrate readout; higher % means a stronger effect | inhibition, % at 20 µM, or IC50 in µM where a hit was titrated | 0.09% of 64,000 active; in the data active means a potency from the dose series; inactive means the rest, 99 in 100 with inhibition below about 22%;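 further: plate controls were vehicle for no effect and reference inhibitor for full effect; many of its hits are not listed in these tables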
PMK inhibit – S. pneumoniae PMK inhibition | inhibition, % at 10 µM | purified PMK, PK/LDH-coupled NADH absorbance 340 nm | 0.49% of 65,000 active;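 active means top-ranked compounds by inhibition in the single 10 µM screen, taking a fixed number of the strongest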;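 further: 0% = full reaction with DMSO carrier and 100% = background rate without enzyme reaction; no value below 0 was filed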
Spn MK inh – inhibitors of Streptococcus pneumoniae mevalonate kinase; purified MK, PK/LDH-coupled NADH absorbance 340 nm; 0.48% of 65,000 active; inhibition, % at 10 µM;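 active means ranked among the strongest by inhibition in the single 10 µM screen, a fixed top-ranked set picked for dose follow-up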; further: no value below 0 was filed
HPDE-C7K KRASV12 – viability loss of HPDE-C7K cells – cell-based, fluorescence, HTS, primary screen (AID 431); cytotoxicity, % at 10 µM, or EC50 in µM where a hit was titrated; 1.7% of 63,000 active; HPDE-C7K KRASV12 cells, Alamar Blue viability, 48 h; higher % means a stronger effect;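 active means compounds whose percent cytotoxicity in the single-dose primary screen, scaled between solvent and toxic-drug controls, exceeds 50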;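 further: 0% = DMSO solvent wells and 100% = doxorubicin-treated wells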
HPDE-C7 cytotoxicity – cytotoxicity in HPDE-C7 cells, cell-based, fluorescence, HTS (AID 430); HPDE-C7 pancreatic duct cells viability, fluorescence; higher % means a stronger effect; cytotoxicity, % at 10 µM, or EC50 in µM where a hit was titrated; 1.8% of 63,000 active;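 further: cells exposed to compound for 48 hours before viability readout; 0% = vehicle and 100% = reference cytotoxic drug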
PMK inhibit pilot replicates – recorded beside PMK inhibit, whose call it bears; inhibition, %; measured here: pilot screen replicates
Spn MK inh pilot replicates – also measured in Spn MK inh; calls as there; inhibition, %; measured here: pilot screen replicates
Spn DPM-DC inh pilot screen % – also measured in Spn DPM-DC inh; calls as there; inhibition, %; measured here: pilot screen trials
Active calls of the source: *; i = inactive; . = not tested or not shown. Unless noted, no stated cut-off is given here; in the data, active means cytotoxicity above about 50%; inactive means the rest.

SMILES	Bfl-1 inhibitors	LYP phosphatase	HT1080 cytotoxicity	Spn DPM-DC inh	Alkaline phosphatase	PMK inhibit	Spn MK inh	HPDE-C7K KRASV12	HPDE-C7 cytotoxicity	others
CC1(C)Cc2ccccc2C(Nn2cnnc2)=N1	-3%	13%	1%	i	12%	0	8	2%	5%
Cc1ccc(-n2c(SCC(=O)Nc3ccc4c(c3)OCCO4)nnc2-c2ccco2)cc1	-6%	11%	-2%	i	10%	0	2	-4%	-6%
O=C(CSc1nnc(Cc2cc(=O)[nH]c(=O)[nH]2)n1-c1ccccc1)N1CCCCC1	-6%	10%	-2%	i	8%	5	4	-2%	7%
O=C1CCCC2=C1C1(O)C(=O)c3ccccc3C1(O)O2 (stereo not drawn)	-2%	-4%	-6%	i	-6%	13	3	-13%	-6%
O=C(CC12CC3CC(CC(C3)C1)C2)NCCN1CCOCC1	-6%	9%	2%	i	13%	9	9	-14%	-13%
CCOCCCN1C(=O)CN(C2CCCCC2)C(=O)C1c1ccc(OCC)c(OC)c1 (stereo not drawn)	8%	6%	-4%	i	2%	29*	1	-28%	-25%
N#CC1=C(SCc2ccccc2)NC(=O)CC1c1ccco1 (stereo not drawn)	5%	.	-2%	i	15%	0	0	3%	5%
Cc1ccc(OCc2nnc(SCC(=O)Nc3ccc4c(c3)OCO4)n2C)cc1	8%	-8%	-6%	i	20%	13	6	10%	-1%	PMK inhibit pilot replicates=0.0;Spn MK inh pilot replicates=0.0;Spn DPM-DC inh pilot screen %=3.5
CCOC(=O)N1CCN(C(=O)CN(c2ccc(OCc3ccccc3)cc2)S(C)(=O)=O)CC1	-6%	-2%	5%	i	2%	0	1	4%	-8%
CC(NC(=O)c1cc2ccccc2o1)C(=O)O (stereo not drawn)	-8%	-8%	-6%	i	4%	19	2	-5%	-17%
COC(=O)CCC(=O)CN	5%	17%	4%	i	11%	5	6	-13%	-9%	PMK inhibit pilot replicates=3.5;Spn MK inh pilot replicates=0.0;Spn DPM-DC inh pilot screen %=0.0
CCOC(=O)N1CCC(NC(=O)CN2C(=O)C(CC)Oc3ccc(C)cc32)CC1 (stereo not drawn)	10%	13%	1%	i	7%	18	0	2%	23%
Cc1cc(C)n2nc(SCC(=O)c3ccccc3)nc2n1	.	18%	-7%	i	.	14	3	.	.
CCOC(=O)Nc1ccc2c(c1)Sc1ccccc1N2C(=O)CCN1CCOCC1	-4%	-1%	0%	i	8%	19	4	1%	12%
CC(C(=O)Nc1cc(C(F)(F)F)ccc1N1CCOCC1)N1C(=O)C2CC=CCC2C1=O (stereo not drawn)	-5%	12%	0%	i	-4%	21	4	-7%	3%
CC(C)CCn1c(N2CCN(Cc3ccccc3)CC2)nc2c1c(=O)[nH]c(=O)n2C	1%	.	3%	i	4%	15	3	5%	-9%
c1ccc2c(c1)sc1nnnn12	-5%	8%	1%	i	18%	1	7	10%	2%	PMK inhibit pilot replicates=0.0;Spn MK inh pilot replicates=0.0;Spn DPM-DC inh pilot screen %=0.0
Cn1c(SCc2nc3ccccc3s2)nnc1-c1ccc2c(c1)OCO2	0%	12%	-4%	i	10%	3	13	10%	2%
CCOC(=O)Cn1c(N)c(C(=O)OC)sc1=S	6%	4%	-4%	i	14%	6	4	1%	-2%
CCOC(=O)c1c(C)[nH]c(C(=O)OCC(=O)N2CC(C)OC(C)C2)c1C (stereo not drawn)	-1%	0%	-3%	i	8%	11	9	-1%	-9%
O=C(c1cc2ccccc2o1)N1CCN(c2ccccc2Cl)CC1	-10%	17%	25%	i	6%	0	0	10%	3%
COCC(=O)NCc1ccc2c(c1)OCO2	-64%	-1%	-11%	i	3%	5	5	-1%	1%
COC(=O)c1cc(OC)c(OC)cc1NC(=O)c1c(-c2ccccc2Cl)noc1C	-8%	.	0%	i	8%	0	7	0%	-8%
Nn1c(Nc2ccccc2)nc2ccccc2c1=O	-10%	-12%	1%	i	16%	5	4	7%	-8%
CCOC(=O)CSc1nc2cc(C(=O)NCc3ccco3)ccc2c(=O)n1C1CCCCC1	0%	1%	-4%	i	8%	12	5	10%	4%	PMK inhibit pilot replicates=4.5;Spn MK inh pilot replicates=0.0;Spn DPM-DC inh pilot screen %=0.0

Twelve successive records already listed:
SMILES	Bfl-1 inhibitors	LYP phosphatase	HT1080 cytotoxicity	Spn DPM-DC inh	Alkaline phosphatase	PMK inhibit	Spn MK inh	HPDE-C7K KRASV12	HPDE-C7 cytotoxicity	others
N#CC1=C(SCc2ccccc2)NC(=O)CC1c1ccco1 (stereo not drawn)	5%	.	-2%	i	15%	0	0	3%	5%
Cc1ccc(OCc2nnc(SCC(=O)Nc3ccc4c(c3)OCO4)n2C)cc1	8%	-8%	-6%	i	20%	13	6	10%	-1%	PMK inhibit pilot replicates=0.0;Spn MK inh pilot replicates=0.0;Spn DPM-DC inh pilot screen %=3.5
CCOC(=O)N1CCN(C(=O)CN(c2ccc(OCc3ccccc3)cc2)S(C)(=O)=O)CC1	-6%	-2%	5%	i	2%	0	1	4%	-8%
CC(NC(=O)c1cc2ccccc2o1)C(=O)O (stereo not drawn)	-8%	-8%	-6%	i	4%	19	2	-5%	-17%
COC(=O)CCC(=O)CN	5%	17%	4%	i	11%	5	6	-13%	-9%	PMK inhibit pilot replicates=3.5;Spn MK inh pilot replicates=0.0;Spn DPM-DC inh pilot screen %=0.0
CCOC(=O)N1CCC(NC(=O)CN2C(=O)C(CC)Oc3ccc(C)cc32)CC1 (stereo not drawn)	10%	13%	1%	i	7%	18	0	2%	23%
Cc1cc(C)n2nc(SCC(=O)c3ccccc3)nc2n1	.	18%	-7%	i	.	14	3	.	.
CCOC(=O)Nc1ccc2c(c1)Sc1ccccc1N2C(=O)CCN1CCOCC1	-4%	-1%	0%	i	8%	19	4	1%	12%
CC(C(=O)Nc1cc(C(F)(F)F)ccc1N1CCOCC1)N1C(=O)C2CC=CCC2C1=O (stereo not drawn)	-5%	12%	0%	i	-4%	21	4	-7%	3%
CC(C)CCn1c(N2CCN(Cc3ccccc3)CC2)nc2c1c(=O)[nH]c(=O)n2C	1%	.	3%	i	4%	15	3	5%	-9%
c1ccc2c(c1)sc1nnnn12	-5%	8%	1%	i	18%	1	7	10%	2%	PMK inhibit pilot replicates=0.0;Spn MK inh pilot replicates=0.0;Spn DPM-DC inh pilot screen %=0.0
Cn1c(SCc2nc3ccccc3s2)nnc1-c1ccc2c(c1)OCO2	0%	12%	-4%	i	10%	3	13	10%	2%

The results go on:
SMILES	Bfl-1 inhibitors	LYP phosphatase	HT1080 cytotoxicity	Spn DPM-DC inh	Alkaline phosphatase	PMK inhibit	Spn MK inh	HPDE-C7K KRASV12	HPDE-C7 cytotoxicity	others
CCCNC(=O)NCCc1ccncc1	-8%	8%	8%	i	15%	19	0	4%	-9%
O=C(Oc1ccc2c(c1)OCO2)c1ccc(F)cc1Cl	-2%	19%	-6%	i	10%	13	3	13%	2%
CC(C)C(C)(C#N)NC(=O)CSc1nc2scc(-c3ccco3)c2c(=O)n1-c1ccccc1 (stereo not drawn)	-9%	2%	-5%	i	9%	0	7	33%	37%
CCCCOc1ccccc1NC(=O)c1ccco1	-2%	-1%	-13%	i	6%	6	0	-14%	-21%	PMK inhibit pilot replicates=8.0;Spn MK inh pilot replicates=1.0;Spn DPM-DC inh pilot screen %=7.5
CC(=O)Nc1ccc(S(=O)(=O)NCCSc2ccccn2)cc1	-2%	-1%	0%	i	12%	9	12	7%	-5%
COc1ccc(CCNC(=O)c2nonc2N)cc1OC	-1%	.	3%	i	10%	10	8	0%	-4%
CC(C)NS(=O)(=O)c1ccc(OCC(=O)NCc2ccccc2)cc1	0%	-9%	6%	i	9%	8	9	4%	5%
CCc1c(C)c(C#N)c2nc3ccccc3n2c1-n1nc(C)cc1C	-8%	7%	-15%	i	12%	5	0	-11%	-7%
CCSC1=C(C#N)C2(CCCCC2)C(C#N)C(=O)N1 (stereo not drawn)	-2%	16%	-5%	i	4%	4	8	2%	-1%
Cc1ccc(S(=O)(=O)NCc2ccco2)c(C)c1C	3%	-8%	0%	i	0%	12	12	-10%	5%
COc1ccc(-n2c(Cc3cccn3C)nnc2SCC(=O)N2CCCc3ccccc32)cc1	0%	-1%	1%	i	9%	13	9	3%	2%
O=C(O)c1ccccc1SCC(=O)N1CCCCC1	0%	0%	-7%	i	10%	0	0	-8%	-7%
Cc1cccc(-n2c(Cc3ccccc3)nnc2SCC(=O)N2CCOCC2)c1	-1%	2%	-7%	i	-4%	14	14	-21%	-28%
N#C/C(=C/c1ccc(N2CCCCCC2)o1)c1ccc(F)cc1	-14%	-3%	-1%	i	25%	0	5	14µM*	14µM*
CN1CCCC(OC(=O)COc2ccc(Br)cc2)C1 (stereo not drawn)	-1%	17%	-1%	i	11%	3	0	1%	-10%	PMK inhibit pilot replicates=1.5;Spn MK inh pilot replicates=0.0;Spn DPM-DC inh pilot screen %=0.0
O=C(Nc1nc2ccc(S(=O)(=O)N3CCCC3)cc2s1)c1cccs1	-4%	5%	-4%	i	7%	1	3	44%	35%
O=C(Nn1cnnc1)c1cc(-c2ccccn2)nc2ccccc12	4%	9%	-3%	i	11%	17	0	6%	3%
Cn1c(=O)cc(SCC(=O)N2CCCC2)c2ccccc21	6%	12%	5%	i	30%	7	6	4%	-16%
Cc1nc(CC(=O)c2c(C)cc(O)cc2O)cs1	16%	7%	-5%	i	5%	0	7	-7%	-14%
CC1N=C2c3ccccc3N=C(SCc3cc(=O)n4cc(Cl)ccc4n3)N2C1=O (stereo not drawn)	5%	.	4%	i	13%	10	2	6%	-3%	PMK inhibit pilot replicates=2.0;Spn MK inh pilot replicates=1.5;Spn DPM-DC inh pilot screen %=13
CCCOc1ccc(C2C(=O)N(C3CCCCC3)CC(=O)N2CCCOCC)cc1OC (stereo not drawn)	2%	3%	-2%	i	6%	26*	0	-6%	-7%
CC1=CC(C)(C)N=C(Nc2ccc(C)cc2)S1	-6%	-5%	6%	i	12%	6	0	-10%	-8%
COc1ccc(N2CCN(C(=O)CSc3nnc(-c4ccc5[nH]c(C)c(C)c5c4)o3)CC2)cc1	-11%	11%	6%	i	1%	7	3	0%	5%
COC(=O)c1ccc(CNC(=O)CNc2cc(C(F)(F)F)ccc2N2CCOCC2)cc1	-12%	5%	-4%	i	14%	15	0	-6%	4%
CC(=O)c1cccc(NC(=O)C2CCN(S(C)(=O)=O)CC2)c1	1%	-1%	0%	i	1%	5	3	-14%	-6%
Nc1nc(-c2ccccc2)cc(C(F)(F)F)n1	-6%	-4%	36%	i	3%	9	0	-1%	-1%	PMK inhibit pilot replicates=2.0;Spn MK inh pilot replicates=3.5;Spn DPM-DC inh pilot screen %=4.5
COc1nnnc2c1sc1nc(N3CCOCC3)c3c(c12)CC(C)(C)OC3	1%	-3%	-4%	i	13%	14	16	15%	6%

Screening results as filed in PubChem BioAssay.

Rows were taken by chance, and some 3.4% of all compounds hit somewhere here.
